# From PubChem
# IkB signaling: IkB pathway inhibition in ABC-DLBCL cells. ABC-DLBCL IkBa-CBG/CBR dual luciferase ratio, 4 h; response scale: scaled: untreated 0%, proteasome inhibitor 100%. AID 445. hit rate 0.04% among 110,000. Potency, µM (doses to about 57.1 µM), for inactives: at the highest dose IkBa stabilization activation; active = well fitted curve in the direction sought with a large enough effect in the signal ratio, not every such curve was filed as active; inconclusive = small, poorly fitted or top-dose-only effect, or a change in a side signal; the % refers to the signal ratio;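 note: the direction sought is a rising ratio; 0% = basal untreated cells and 100% = reference inhibitor full response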
#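 Luminescence ratio of IκBα-fused green versus native red beetle luciferase in OCI-Ly3 cells, 4 h post-doxycycline with compound; red signal alone, scaled from basal (0%) to zero light (-100%), flagged nonspecific or cytotoxic effects.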
# p53ts 32C kill: cytotoxicity in p53ts cells at permissive temperature | H1299-p53A138V at 32C, ATP luminescence viability, 24 h | Potency, µM (doses to about 46.1 µM), for inactives: at the highest dose activity change, negative = cytotoxicity, hits mostly cytotoxic | hit rate 0.93% among 130,000 | AID 924;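 note: 0% = DMSO and -100% = full killing by reference compound; nearly all actives have a fitted effect of over 55% in size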
#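 H1299-p53 A138V cells (temperature-sensitive p53) exposed 24 h to up to 46 uM compound at 32C, where p53 is wild-type in conformation. Viability read as ATP luminescence and normalised to DMSO and 100 uM tamoxifen. AC50 fitted with the Hill equation.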
# Peg3 imprint: genomic imprint erasure induction. hit rate 0.02% among 110,000. mouse ES Peg3-LacZ reporter, beta-gal luminescence, 40 h. Potency, µM (doses to about 60.7 µM), without a hit: at the highest dose activity change, positive = activation, most hits filed as activators. AID 1948;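 note: 0% = negative control wells on the plate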
#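 Readout: BetaGlo luminescence (5 min, room temp) for LacZ from the normally silent maternal Peg3 allele in female Peg3LacZ-Neo ES cells. Cells 300/well, 40 h, 37C, 5% CO2. Data normalized per plate to negative controls.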
# p53ts 39C tox: cytotoxicity in p53ts cells at nonpermissive temperature. hit rate 1.5% among 130,000. H1299-p53A138V viability at 39C, ATP luminescence, 24 h. Potency, µM (titrated, usually from 46.1 µM), for inactives: at the top dose activity change, negative = cell killing, hits mostly cytotoxic; note: nearly all actives have a fitted effect of over 55% in size
# Active calls of the source: *; u = inconclusive; x = not tested or not shown; [ ] = remark or other dose. Unless noted, calls come from the whole dose curve; as a rule, active = well fitted curve in the direction sought with a large enough effect; inconclusive = small, poorly fitted or top-dose-only effect, or another doubt; inactive = no such curve, though single readings can be large; an effect the other way counts as inactive or inconclusive. Unless noted, % is set by controls: 0 for no effect and ±100 for the full control effect; potency is the fitted concentration of half-maximal effect.
SMILES | IkB signaling | p53ts 32C kill | Peg3 imprint | p53ts 39C tox
Cc1ccc2oc(-c3cccc(NC(=O)c4cccc5c(Cl)cccc45)c3)nc2c1 | -1.8% | 5% | 11%[10.9 µM] | 30%[activator]
CCCn1c(NC(=O)C2CCN(S(=O)(=O)c3cccs3)CC2)nc2ccccc21 | u | 32%[activator] | -18% | -4%
CCNc1nc(NC(C)C)nc(OCCNS(=O)(=O)c2cc(C)ccc2C)n1 | 0.5% | 5% | -4% | 5%
C=C1C2(C(=O)NCc3ccco3)CCC(C2)C1(C)C (stereo not drawn) | 3.3% | -6% | -5% | 5%
CCCCn1c(SCC(=O)OCC)nc2c1c(=O)[nH]c(=O)n2C | 0.5% | -2% | 1% | 4%
CCOc1ccccc1NC(=O)NCCn1c(=O)oc2ccc(C)cc21 | 2.9% | -3% | -8%[10.9 µM] | 11%
CCC(=O)N/C(=N/c1nc(C)cc(C)n1)Nc1ccc(OC)cc1 | x | 1% | x | 0%
O=C(CSc1nnc2c(Cl)cc(C(F)(F)F)cn12)Nc1ccc2c(c1)OCO2 | u | -2% | -7% | 1%
COc1cccc(C(=O)NC2(C(F)(F)F)N=C3SCCN3C2=O)c1 (stereo not drawn) | -1.8% | 6% | -14% | 8%
Cc1cc(C)nc(-n2nc(C)cc2NC(=O)c2cc3ccccc3oc2=O)n1 | -0.3% | -7% | 4% | 6%
CN1CCC[C@H](C(=O)OCC(=O)[C@]2(O)CC[C@@H]3[C@H]4CCC5=CC(=O)CC[C@@]5(C)[C@H]4[C@@H](O)C[C@]32C)C1 | 4.1%[11.4 µM] | -2%[9.22 µM] | -11%[10.9 µM] | 3%[9.22 µM]
O=c1cc(N2CCN(c3ccc(F)cc3)CC2)[nH]c(=O)n1-c1cccc(Br)c1 | -3.4% | -7% | 5%[10.9 µM] | -25%
COc1cccc(CNC(=O)CCn2cnc3ccccc3c2=O)c1 | 0.4% | -8% | 20%[10.9 µM] | 0%
Oc1cccc(Nc2ncnc3ccccc23)c1 | -7.1% | 0% | -10% | 23%
CCOC(=O)c1nnn(C(CC)C(=O)Nc2c(C)cccc2C)c1C(=O)OCC (stereo not drawn) | u | 3% | -1%[10.9 µM] | -2%
Cc1ccc(CN2C(=O)CCC2C(=O)NCc2ccco2)cc1 (stereo not drawn) | 0.3% | 1% | -18% | -7%
CCOc1ccc(-n2nc3ccc(NC(=O)c4cccc(F)c4)cc3n2)cc1 | -1.8% | -1% | -6%[10.9 µM] | 44%[activator]
CCNc1ncc2nc(CCc3ccccc3)c(=O)n(C)c2n1 | -1.7%[11.4 µM] | -26% | x | u
Cc1nc(Nc2ccc(Cl)cc2)cc(-c2ccccc2)n1 | u | -43% | -2%[10.9 µM] | 18%
O=C(CN(Cc1ccccc1)C(=O)CCC(=O)Nc1ccccn1)NCc1ccco1 | 0.5% | -3% | -6% | 1%
CSC1=NC2(CC(c3ccccc3)Oc3cc(O)ccc32)CC(C)(C)N1 (stereo not drawn) | x | 0% | x | 8%
CSCCC(NC(=O)CCN1C(=O)c2ccccc2C1=O)C(=O)O (stereo not drawn) | -0.6% | -16% | -3% | 3%
COc1cc(NC(=O)c2cc3nc(-c4ccc(C)cc4)cc(C(F)(F)F)n3n2)cc(OC)c1OC | u | -2% | -16%[10.9 µM] | -12%
Cc1cc(C(=O)CSc2nnc(-c3ccccc3)n2-c2ccccc2)c(C)n1-c1ncn[nH]1 | 0.2% | 3% | -8% | -2%
CCCn1c(C)cc(=O)c2cc(NC(=O)c3cnccn3)ccc21 | -3.0% | 7% | -32%[inhibitor] | -13%
COC(=O)c1ccc(C2c3c(-c4ccccc4O)n[nH]c3C(=O)N2Cc2cccnc2)cc1 (stereo not drawn) | u | 2% | 6%[10.9 µM] | 59%[activator]
Cc1ccc(S(=O)(=O)N2CCN(C(=O)CCC(=O)N3CCc4ccccc43)CC2)cc1 | 0.4% | 11% | -9% | 11%
CCOC(=O)c1c(NC(=O)CSc2nnc(Cc3csc(N)n3)n2C)sc(C)c1C | -8.0% | -2% | -15% | 3%
Cc1cccc(N2CCN(C(=O)C3CCCN(S(=O)(=O)c4c(C)noc4C)C3)CC2)c1C (stereo not drawn) | u | 3% | -16% | 4%
O=C(COC(=O)c1cc2ccccc2o1)c1ccccc1 | u | -3% | -4% | 13%

# Record cards (already shown).
# `CCNc1nc(NC(C)C)nc(OCCNS(=O)(=O)c2cc(C)ccc2C)n1` in the list: IkB signaling: 0.5%; p53ts 32C kill: 5%; Peg3 imprint: -4%; p53ts 39C tox: 5%
# `O=C(CSc1nnc2c(Cl)cc(C(F)(F)F)cn12)Nc1ccc2c(c1)OCO2` in the list: IkB signaling: u; p53ts 32C kill: -2%; Peg3 imprint: -7%; p53ts 39C tox: 1%
# `CCNc1ncc2nc(CCc3ccccc3)c(=O)n(C)c2n1` in the list: IkB signaling: -1.7%[11.4 µM]; p53ts 32C kill: -26%; Peg3 imprint: x; p53ts 39C tox: u

# Additional results
SMILES | IkB signaling | p53ts 32C kill | Peg3 imprint | p53ts 39C tox
COC(=O)c1ccccc1NC(=O)CN(c1ccccc1OC)S(C)(=O)=O | -1.1% | 7% | -7%[10.9 µM] | 10%
COc1ccc(NC(=O)C(NC(=O)Cc2cccs2)c2ccccc2)cc1 (stereo not drawn) | x | 11% | x | -1%
COc1ncc2ncc(=O)n(C[C@H]3CCCO3)c2n1 | 0.3%[11.4 µM] | 8% | -1% | 8%
CCOc1ccc(NC(=O)CSc2nc(-c3cccs3)cc(C(F)(F)F)c2C#N)cc1 | 0.6% | 1% | -8%[10.9 µM] | 12%
CC1Cc2ccccc2N1C(=O)CSc1nnc2sc3ccccc3n12 (stereo not drawn) | 2.1% | 1% | -3% | -5%
COc1ccc(C(C(=O)NC2CCCCC2)N(CC2CCCO2)C(=O)CNC(=O)c2ccco2)cc1 (stereo not drawn) | 0.6% | 2% | 6% | 1%
O=C(Nc1ccc(OC(F)(F)F)cc1)c1nc2ccccc2nc1N1CCCCC1 | 7.5% | 1% | -12%[10.9 µM] | -10%
CCOc1ccc(CNC(=O)C2CCCCN2S(=O)(=O)c2ccc(F)cc2)cc1OC (stereo not drawn) | 1.4% | 12% | -12%[10.9 µM] | -1%
O=C(O)c1cc(-c2ccncc2)nc2ccccc12 | -0.6%[11.4 µM] | -4%[9.22 µM] | -14%[10.9 µM] | -8%[9.22 µM]
Cc1ccc(S(=O)(=O)NCCc2ccncc2)cc1 | 0.6% | -3% | -5% | 8%
O=C(Oc1nsnc1N1CCOCC1)N1CCCCC1 | -5.0% | -8% | -7% | 0%
CC1(C(=O)NC2CCCCC2)CCC(=O)N1Cc1cccnc1 (stereo not drawn) | 1.8% | -4% | -1% | 4%
COCc1nnc(NC(=O)CCC2CCCCC2)s1 | 0.1% | 6% | -12% | 10%
O=C1C=C(NCc2ccc(Cl)cc2)CC(c2ccco2)C1 (stereo not drawn) | -0.7% | -3% | -7% | -2%
Cc1c(C#N)c2ccccc2n1CC(=O)NCc1cccnc1 | 2.7% | -9% | 5% | -8%
COCCSc1nnc(NC(=O)C2CCCO2)s1 (stereo not drawn) | -2.7% | 0% | -5% | 6%
CCOC(=O)c1sc2ncn(CC(=O)Nc3cc(Cl)ccc3C)c(=O)c2c1C | u | -5% | -3%[10.9 µM] | -21%
COc1ccc(S(=O)(=O)NC(CC(=O)NCc2ccccc2OC)c2ccco2)cc1 (stereo not drawn) | 1.6% | 2% | -9% | -8%
Nc1ccc(C(=O)C[C@H](N)C(=O)O)cc1O | -0.5%[11.4 µM] | -2%[9.22 µM] | 5%[10.9 µM] | -11%[9.22 µM]
Cc1cc(=O)cc2oc3cc(N)c(-c4c(C)cc(O)cc4O)c(C)c3nc1-2 | x | -1% | -9% | -17%
CN(Cc1ccco1)c1nc(-c2ccccc2C(F)(F)F)nc2ccccc12 | 4.8%[11.4 µM] | 11% | -6% | -3%
COC(=O)[C@@]1(Cc2ccc(OC)cc2)[C@H]2c3cc(C(=O)N(C)C)n(CCc4ccc(O)c(OC)c4)c3C[C@H]2CN1C(=O)c1ccccc1 | x | 12% | -2% | 2%
O=C(NC1CC2CCCC(C1)N2C(=O)N1CCCCC1)C1CCCCC1 (stereo not drawn) | -0.2% | 5% | -12% | -2%
COc1ccccc1-c1ccc2ncnc(NCc3cccnc3)c2c1 | 15%[11.4 µM] | 6% | 1% | 15%
CNC(=O)c1ccc(OCc2ccccc2)c(OC)c1 | 1.8% | 10% | 2% | 16%
CN1CC2=Cc3ccccc3OC23Oc2ccccc2C=C3C1 | u | -9% | -18% | u
COc1ccc2c(c1)nc1n2CN(CC2CCCO2)CN1Cc1ccccc1 (stereo not drawn) | 3.8% | u | -29% | u
CN(C)c1nc(-c2ccoc2)nc2ccccc12 | -1.7%[11.4 µM] | 3% | -4% | -10%
COc1ccc(Nc2nc3c(S(=O)(=O)c4ccccc4)nnn3c3ccc(Cl)cc23)cc1OC | 0.3% | -4% | -5%[10.9 µM] | 1%
Cc1cccc(C)c1-n1ncc(C(=O)N2CCN(c3ccccn3)CC2)c1C1CCN(C(=O)OC(C)(C)C)CC1 | u | 7% | -9%[10.9 µM] | 1%

SMILES | IkB signaling | p53ts 32C kill | Peg3 imprint | p53ts 39C tox
COc1ccc(CN2CCc3nc(N4CCN(c5ccc(F)cc5)CC4)ncc3C2)c(OC)c1OC | u | 29% | -20%[10.9 µM] | -9%
CCc1ccc2[nH]c(=O)c(CN(Cc3nnnn3C3CCCC3)C3CCCCC3)cc2c1 | 3.1% | 9% | x | -3%
Cc1cc(C)nc(SCc2nnc(SCC(=O)OC3CCCCC3)o2)n1 | 0.9% | 0% | 3% | -11%
O=C(Nc1ccc(S(=O)(=O)NCc2cccnc2)cc1)c1ccco1 | 5.7% | -7% | x | 1%
Cc1ccc(-n2ncc3c(N4CCCCC4)ncnc32)cc1 | u | 1.6µM* | -74%[inhibitor][10.9 µM] | 1.6µM*
CCN(CC)c1ccc(/C=N/NS(=O)(=O)c2cccc([N+](=O)[O-])c2)cc1 | x | -13% | x | -13%
CCn1c(SCC(=O)OCc2ccccc2)nnc1-c1ccco1 | 0.5% | -14% | 9% | 0%
Cn1c(=O)c2c(nc(CN3CCc4ccccc4C3)n2CCc2ccccc2)n(C)c1=O | -0.8% | -1% | 12% | 14%
CCOC(=O)c1ccc(NC(=O)NCCN2CCCCC2)cc1 | x | -3% | x | 2%
CC(C)(C)NC(=O)Cn1c(SCC(=O)N2CCCCCC2)nc2ccccc21 | 0.4% | 6% | -11% | 9%
Cc1cccc(NC(=O)c2ccc3nc(C(C)C)oc3c2)c1C | 3.2% | -10% | -2%[10.9 µM] | -12%
CCCc1nnc(NC(=O)C(C)N2C(=O)C3C4C=CC(C4)C3C2=O)s1 (stereo not drawn) | -0.1% | 8% | 5% | 0%
CC(=O)c1c(O)c(C)c(O)c2c1OC1=CC(=O)C(C(C)=O)C(=O)C12C (stereo not drawn) | x | 15% | -8% | 16%
COCCn1c(=O)c(-c2ccccc2)nc2cnc(Nc3cccc(OC)c3)nc21 | -4.7%[11.4 µM] | -1% | 5% | 5%
CCC(Oc1ccc2c(c1)C(=O)CC(C)(C)O2)C(=O)NCCN1CCCCCC1 (stereo not drawn) | -0.3% | -2% | -2% | -5%
CCCN(CCC)CCNS(=O)(=O)c1ccc2c(c1)oc(=O)n2C | -0.2% | 12% | -7% | -6%
Cc1cc(-n2[nH]c(C)c(C)c2=O)nc(-c2ccccc2O)n1 | u | u | -24% | u
CCOc1ccc(-n2cnnn2)cc1S(=O)(=O)NCc1ccccc1 | 0.0% | 4% | -6% | 2%
O=C(NCc1cccnc1)c1cnc2sccn2c1=O | 8.3% | -10% | 20% | 18%
Cc1ccc(CCNC(=O)c2coc3nc4ccccc4nc23)cc1 | 0.7% | 9% | -55%[inhibitor] | 2%
CC(=O)OCC(=O)C1CCC2C3CC=C4CC(O)CC[C@@]4(C)C3CC[C@]12C (stereo partly drawn) | x | -2% | 5% | 1%
Cc1cc(Oc2nc3ccccn3c(=O)c2/C=C(\C#N)c2nc3ccccc3s2)ccc1Cl | u | -5% | -15%[10.9 µM] | 9%

# Rows are unselected; about 1.7% have a hit in one of these screens.
